# RBX1-CUL1 inh – inhibitors of human ROC1-CUL1 ubiquitin ligase activity | E3 ubiquitin-protein ligase RBX1 (Homo sapiens) + Cullin-1 (Homo sapiens), P62877+Q13616 | in vitro K48 di-Ub FRET, acceptor:donor ratio, 45 min | inhibition, % at 10 µM | 0.6% of 140,000 active | AID 1347404, 2020; in the data active = inhibition above about 25%
# Target sequence (P62877 whole entry, looked up): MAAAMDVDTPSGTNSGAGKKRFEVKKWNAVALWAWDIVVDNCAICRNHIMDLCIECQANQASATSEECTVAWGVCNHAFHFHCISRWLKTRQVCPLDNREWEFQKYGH
# Target sequence (Q13616 whole entry, looked up): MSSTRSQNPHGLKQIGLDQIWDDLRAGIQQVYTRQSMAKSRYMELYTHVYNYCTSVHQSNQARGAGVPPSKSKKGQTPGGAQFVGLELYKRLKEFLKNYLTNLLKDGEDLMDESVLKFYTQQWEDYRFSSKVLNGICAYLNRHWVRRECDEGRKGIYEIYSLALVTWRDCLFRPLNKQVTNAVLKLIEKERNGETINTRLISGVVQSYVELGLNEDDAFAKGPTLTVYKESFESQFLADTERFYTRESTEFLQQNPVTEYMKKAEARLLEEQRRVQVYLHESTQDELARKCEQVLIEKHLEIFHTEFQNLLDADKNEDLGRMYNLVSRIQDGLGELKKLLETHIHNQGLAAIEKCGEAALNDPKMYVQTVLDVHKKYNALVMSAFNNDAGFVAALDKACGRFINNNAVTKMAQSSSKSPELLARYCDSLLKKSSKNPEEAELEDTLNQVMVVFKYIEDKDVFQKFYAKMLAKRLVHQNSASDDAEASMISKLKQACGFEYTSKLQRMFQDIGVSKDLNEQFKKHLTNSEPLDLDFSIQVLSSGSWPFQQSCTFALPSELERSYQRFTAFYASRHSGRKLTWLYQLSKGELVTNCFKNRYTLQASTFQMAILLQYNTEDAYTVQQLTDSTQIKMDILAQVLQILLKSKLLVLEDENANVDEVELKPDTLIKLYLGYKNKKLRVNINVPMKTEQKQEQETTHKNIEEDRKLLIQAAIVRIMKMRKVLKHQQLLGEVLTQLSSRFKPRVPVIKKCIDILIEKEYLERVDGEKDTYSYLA
# Active calls of the source: *.
mol,RBX1-CUL1 inh
CCCCN1CCCc2cc(CN(CCCN3CCOCC3)C(=O)Nc3ccc(OCC)cc3)ccc21,-3
COc1ccccc1Oc1ccc(S(=O)(=O)N2CCCC2)cc1S(=O)(=O)N1CCCC1,-7
COc1cc(CNc2nn[nH]n2)cc(Br)c1OC,-3
CCc1nn(CC(=O)Nc2cc(C)cc(C)c2)c(=O)c2cc3sccc3n12,-5
COc1ccc(CNC(=O)C2CCN(S(=O)(=O)c3ccc(C)cc3)CC2)cc1,-5
CC1=NC(=S)NC(c2ccc(Cl)c(Cl)c2)C1C(=O)OCc1ccccc1 (stereo not given),2
Cc1ncc2c(c1-c1noc(-c3ccn[nH]3)n1)CCN(C(=O)c1ccccc1)C2,2
O=C(CSCCSCC(=O)c1ccc(F)cc1)c1ccc(F)cc1,0
Cc1cccc(C(=O)N2CCC(C(Cc3ccccc3)N(C)C(=O)c3ccsc3)CC2)c1C (stereo not given),2
Cc1nc(N(C)CC(O)C(O)C(O)C(O)CO)c2[nH]c(-c3ccccc3)cc2n1 (stereo not given),-1
O=C(O)Cn1cnc2scc(-c3ccc(Br)cc3)c2c1=O,6
CCn1c(CC2C(=O)N(C)c3ccccc32)nc2ccccc2c1=O (stereo not given),1

# More results:
mol,RBX1-CUL1 inh
COc1ccc(/C=C2\C(=O)NC(=S)N(c3cccc4ccccc34)C2=O)cc1OC,-6
CCCc1[nH]nc2c1C(c1ccc(OCc3cccc(Cl)c3)cc1)C(C#N)C(=N)O2 (stereo not given),3
CC(C)n1cc(C(=O)NCc2ccccc2)c(=O)c(C(=O)N2CCN(C/C=C/c3ccccc3)CC2)c1,4
CC(=O)N1CCc2cc(Br)cc(S(=O)(=O)CCC(=O)NCCc3ccc(Cl)cc3)c21,-3
COc1ccc(NC(=O)CSc2nnc(-c3nn(C)c(C)c3Cl)n2-c2ccc(C)cc2)cc1OC,3
COC(=O)C1=C(C)N=c2s/c(=C/c3ccc(OCC#N)c(OC)c3)c(=O)n2C1c1ccc(C(C)C)cc1 (stereo not given),7
COc1ccc(OCCn2nnc3sc4c(c3c2=O)CCCC4)cc1,2
O=S(=O)(N1CCCCCC1)N1CCN(c2ccc(F)cc2)CC1,0
CC(C)c1cc(=O)[nH]c(SCc2ccccc2)n1,-1
COc1ccc(OC)c(-c2[nH]nc3c2C(c2ccc(C)o2)C(C#N)C(=N)O3)c1 (stereo not given),-1
COc1ccc(-c2c(C(C)=O)c(C)nc3sc4c(nc(C)n5c(C)nnc45)c23)cc1,4
O=C(Nc1ccc2ccccc2c1)c1ccc(C(F)(F)F)cc1,4

# New compounds follow
mol,RBX1-CUL1 inh
CCOC(=O)c1c(NC(NC(=O)c2ccccc2OC)(C(=O)OC)C(F)(F)F)sc(-c2ccccc2)c1C (stereo not given),-3
C=CCn1c(=O)c2c(nc3n2C(C)C(C)=NN3C(C)C)n(C)c1=O (stereo not given),5
CCN(CC)CCCNC(=O)c1cn(CC)c2ccc(S(=O)(=O)N3CCc4ccccc4C3)cc2c1=O,1
CCn1c(=O)c2c(nc3n(-c4ccc(F)cc4)c(C)cn23)n(C)c1=O,11
COc1ccc(-n2ncc(C(=O)N3CCN(Cc4ccccc4)CC3)c2C2CCN(C(=O)OC(C)(C)C)CC2)cc1,3
COc1cccc(CNC(=O)CCC2CCCN(c3ncccn3)C2)c1 (stereo not given),11
Cc1ccc(-c2nnc3c4ccccc4c(-c4ccccc4)nn23)cc1,6
COCC1CCCCN1Cc1nc(-c2cc(OC)ccc2OC)oc1C (stereo not given),8
COc1cccc(N=Cc2ccc3ncccc3c2)c1O,2
Cc1sc(NC(=O)c2ccccc2)c(C(c2ccncc2)N2CCOCC2)c1C (stereo not given),7
C=CCSc1nnc2c(n1)OC(c1ccc(Cl)cc1Cl)N(C(C)=O)c1ccccc1-2 (stereo not given),-1
Cc1cc(C)nc(N=C(N)Nc2ccccc2Cl)n1,-7

# The results go on:
mol,RBX1-CUL1 inh
COc1ccc(/C=C/c2ccc(OC)c(Br)c2)cc1,-1
COC(=O)c1c(NC(=O)COc2cc(C)c(Cl)c(C)c2)sc2c1CCCC2,-9
COc1ccc(Nc2nc(N)nc(-c3cc(Cl)ccc3O)n2)cc1,-2
COc1ccc(NC(=O)c2ccc3c(c2)sc2nc(-c4ccc(OC)cc4)cn23)cc1,5
CNC(=O)c1cccc(-n2c(C)nc3cccnc32)c1C,-4
COc1ccc(CCNC(=O)C2C[C@H](C)CC[C@H]2C(C)C)cc1OC (stereo not given in full),11
C=CCn1c(COc2cccc3cccnc23)nnc1SCC(=O)c1ccccc1,13
Cc1ccc(N(C)C(=O)c2noc3c2CCCCC3)cc1C,8
COC(=O)c1ccccc1Oc1nc(Cl)cc(OC)n1,1
OCCC#Cc1ccc(CN2CC[C@@H](N3CCCCCC3)[C@H](O)C2)cc1,-7
CCOC(=O)C1(Cc2ccc(Cl)cc2)CCN(Cc2ccc(OC)cc2O)CC1,2
COc1ccc(C)cc1NC(=O)c1noc2c1CSc1ccccc1-2,0

# Next part.
mol,RBX1-CUL1 inh
CC1=NC(=O)NC(c2ccccc2Cl)C1C(=O)Nc1ccccc1Cl (stereo not given),4
CCn1c(=O)c2sccc2n2c(CCC(=O)N3CCN(c4ccccc4OC)CC3)nnc12,-3
CC1(C)CC(n2c(=O)c3c(n4c(=S)[nH]nc24)-c2ccccc2CC32CCCC2)CCO1 (stereo not given),-9
COc1ccc(S(=O)(=O)Oc2ccc(Br)cc2Br)cc1,5
CCN1CCN(c2cc(C)c3cc(NC(=O)/C=C/c4cccc(OC)c4OC)ccc3n2)CC1,-40
CCOc1cc(/C=C2/SC(=O)NC2=O)ccc1OC(C)CC (stereo not given),-11
CCOc1cc(C2c3c(oc4ccc(F)cc4c3=O)C(=O)N2Cc2ccco2)ccc1O (stereo not given),-7
CSc1ccc(C2CC(=O)NC3=C2C(=O)CCC3)cc1 (stereo not given),-8
Fc1ccc2[nH]cc(-c3nnnn3-c3ccc4ccccc4c3)c2c1,-4
COc1cccc(CN2CCCC3(CCN(C(=O)CCN4CCCCCC4=O)C3)C2)c1 (stereo not given),7
CC(CN1CCCC1)OC(=O)c1ccc(C(C)(C)C)cc1 (stereo not given),-9
Cc1c(NC(=O)c2cc3ccccc3o2)cccc1-c1nc2ccccc2s1,1

# Quoted at random: 5 records from the list
mol,RBX1-CUL1 inh
COc1ccc(/C=C2\C(=O)NC(=S)N(c3cccc4ccccc34)C2=O)cc1OC,-6
COc1ccc(CCNC(=O)C2C[C@H](C)CC[C@H]2C(C)C)cc1OC (stereo not given in full),11
COC(=O)c1c(NC(=O)COc2cc(C)c(Cl)c(C)c2)sc2c1CCCC2,-9
O=C(O)Cn1cnc2scc(-c3ccc(Br)cc3)c2c1=O,6
COc1ccc(-c2c(C(C)=O)c(C)nc3sc4c(nc(C)n5c(C)nnc45)c23)cc1,4

# Additional structures:
mol,RBX1-CUL1 inh
CCN(CC)CCNC(=O)C(=O)NCC(c1ccc2c(c1)OCO2)N1CCOCC1 (stereo not given),-1
Cc1c(CCOC(=O)c2ccc([N+](=O)[O-])cc2)sc[n+]1CC(=O)c1ccc(Br)cc1,6
Cc1cc(O)ccc1NC(=O)Cc1ccccc1,8
CCCCCn1c(=O)[nH]c2cc(C(=O)N3CCN(c4cccc(OC)c4)CC3)ccc2c1=O,-3
Cc1cccc(OCC(=O)NC(C)C(=O)N/N=C/c2c(OCc3ccccc3)ccc3ccccc23)c1 (stereo not given),13
COc1ccc(NC(=O)CSc2ccccc2)cc1Cl,-3
COC(=O)c1ccc(-c2noc(CN3CCN(Cc4ncccc4C)CC3)n2)cc1,-7
O=c1oc2ccc3ccccc3c2cc1-c1nnc(Nc2ccccc2F)s1,1
O=C(/C=C/c1ccccc1)Oc1ccc(/C=C/C(=O)c2ccccc2)cc1,-2
Cc1ccc(NC(=O)c2c([N+](=O)[O-])ncn2C)cc1,5
O=C1CCN(C(=O)c2ccc(OC3CCN(Cc4ccccn4)CC3)cc2)CCN1,1
C=CCN1N=C(C)Cn2c1nc1c2c(=O)n(C/C=C/C)c(=O)n1C,5

# New compounds follow:
mol,RBX1-CUL1 inh
O=C(NCCc1ccccc1)C(=O)NCC(c1ccc2c(c1)OCO2)N1CCOCC1 (stereo not given),13
O=C1CCC(C(SCc2ccccc2)c2ccccc2)O1 (stereo not given),0
Cc1ccccc1OCC(=O)N/N=C/c1c(Cl)cccc1Cl,-13
Cc1ccc(CN2CCN(C(=O)c3ccccc3F)CC2)cc1,-5
CCCN(CCC)C(=O)c1cc(-c2cccc(C)c2)nc2ccccc12,-1
CCCOc1ccc(OC(=O)c2ccc(-c3ccc(CCC)cn3)cc2)cc1,7
Cc1ccccc1CSc1nnc2[nH]c(=O)cc(C)n12,3
CC(C)(C)c1ccc(-c2nc3ccccc3c(=O)[nH]2)cc1,-4
O=c1c2cc3c(=O)n(-c4ccccc4-c4ccccc4)c(=O)c3cc2c(=O)n1-c1ccccc1-c1ccccc1,4
O=C1/C(=C/c2ccco2)SC(=S)N1c1cccc(Br)c1,-4
Cc1ccc(C)n1-c1ccccc1C1C=CN(C(=O)OC(C)(C)C)C=C1,15
COc1cccc(C(=O)NC(C)c2ccccc2)c1OC (stereo not given),4

# 3 entries from above, sorted by the value under RBX1-CUL1 inh, highest first:
mol,RBX1-CUL1 inh
C=CCn1c(=O)c2c(nc3n2C(C)C(C)=NN3C(C)C)n(C)c1=O (stereo not given),5
O=C1CCN(C(=O)c2ccc(OC3CCN(Cc4ccccn4)CC3)cc2)CCN1,1
O=C(CSCCSCC(=O)c1ccc(F)cc1)c1ccc(F)cc1,0

# Carrying on.
mol,RBX1-CUL1 inh
CC1=C(C#N)c2nc(N)c(C#N)c(C)c2/C1=C\c1ccc(F)cc1,-5
CCC(NC(=O)c1cncc(Br)c1)c1ccccc1 (stereo not given),-1
CC(SCc1ccccc1)C(=O)Nc1ccccc1-c1ccccc1 (stereo not given),0
O=C(C[n+]1cc([O-])on1)N1CCCC(CCc2ccc(F)c(F)c2)C1 (stereo not given),1
COc1cccc(-c2cc(C(=O)Nc3ccn(Cc4ccc(C)cc4)n3)no2)c1,-2
CC1(C)CC(O)CC(C)(C)N1CC(O)COCCOc1ccc(Br)cc1 (stereo not given),-4
CCc1ccc(OCCSc2nnc(C)c(=O)[nH]2)cc1,7
Cc1nonc1C(=O)N1CCC(CCC(=O)Nc2ccccc2)CC1,-5
CCc1ccc(NCc2cc(I)c(OCc3ccc(Cl)cc3)c(OC)c2)cc1,-3
CSc1ccc(CCNC(=O)CCCn2nc(C)c3sc4ccccc4c3c2=O)cc1,0
CCOC(=O)C1C(=O)/C(=C/c2ccc(CC)s2)SC1=NC(=O)c1ccc(C)cc1 (stereo not given),-3
CN(CCC(=O)/C=C/c1cccc(F)c1)CCc1ccc2c(c1)OCO2,50*

# Following part:
mol,RBX1-CUL1 inh
Cc1n[nH]c(C)c1C(=O)N1CCCC(Cn2cc(C3CCCC3)nn2)C1 (stereo not given),4
CC(C)(C)C(=O)N1CCC2(CCCN(CC3CCCCC3)C2=O)C1 (stereo not given),0
CC(=O)NCCNC(=O)c1nonc1N,-12
CCOC(=O)c1ccc(OCC)cc1N,-8
CCCCN(Cc1ccccc1)C(=O)c1cc(NC(C)=O)c2c(c1)ncn2CCc1ccccn1,-1
CN(C(=O)Cn1nnc(-c2ccc(S(C)(=O)=O)cc2)n1)c1ccccc1,-1
CCC(C)(C#CCN1CCOCC1)OCCOCc1ccccc1 (stereo not given),0
COC(=O)N/N=C1/C/C(=N\NC(=O)OC)c2ccccc21,1
CCCCSc1nc(C)cc(SCC(=O)N/N=C/c2cccc(OC)c2O)n1,4
O=C(Nc1ccncc1)c1ccc2c(c1)C(=O)N(CC1CCCO1)C2=O (stereo not given),-4
COC(=O)c1cc(NS(=O)(=O)c2cc(Br)cc3c2N(C(C)=O)CC3)cc(C(=O)OC)c1,-4
CCN(CCO)Cc1csc2cccc(Br)c12,-1

# Further records follow.
mol,RBX1-CUL1 inh
O=C(CC(O)(C(F)(F)F)C(F)(F)F)Nc1ccc(Cl)cc1Cl,2
O=C(Cn1c(=O)ccc2cc(S(=O)(=O)N3CCCC3)ccc21)NCc1ccc(F)cc1,-8
OCc1c2c(cc3ccccc13)C[N+]1(CCOCC1)C2,-2
O=C(O)C1CCCCC1C(=O)Nc1nc(-c2ccc(Cl)s2)cs1 (stereo not given),-5
CCc1cccc(CC)c1NC(=O)Cn1cnc2scc(-c3ccc(OC)cc3)c2c1=O,1
CC(C)c1cc(C(C)C)c(S(=O)(=O)NC2CC(C)(C)NC(C)(C)C2)c(C(C)C)c1,11
Oc1cccc(Nc2ncnc3c2oc2ccccc23)c1,10
O=C(Nc1ccccc1Sc1ccc(Cl)cc1)C12CC3CC(C1)CC(n1cnc(Cl)n1)(C3)C2,-1
O=c1cc(N2CCOCC2)cnn1CCCCNCc1ccccc1,-1
O=C(CSc1nnc2c(n1)-c1cccc3cccc-2c13)Nc1cccnc1Cl,-6
COc1ccc(-n2c(-c3ccc(C)cc3)cc3c2CC(C)(C)CC3=O)c(OC)c1,0
CCC(CO)NS(=O)(=O)c1ccc(Br)cc1 (stereo not given),-7

# Part of the list above in order of molar mass, highest first.
mol,RBX1-CUL1 inh
O=C(O)C1CCCCC1C(=O)Nc1nc(-c2ccc(Cl)s2)cs1 (stereo not given),-5
CCC(CO)NS(=O)(=O)c1ccc(Br)cc1 (stereo not given),-7
Oc1cccc(Nc2ncnc3c2oc2ccccc23)c1,10

# The listing continues.
mol,RBX1-CUL1 inh
Cc1cc2c(N)c(C(N)=O)sc2nc1-c1ccc(F)cc1,-4
CN(C)c1nc(Nc2ccc(OC(F)(F)Cl)cc2)nc(OCC(F)(F)F)n1,6
CCOCCCNC(=O)c1ccc(OC)cc1,8
Cc1ccc(Oc2nc3ccccc3n3c(C)nnc23)cc1,-5
Cc1ccccc1CNC1NS(=O)(=O)C(c2ccc(C(C)C)cc2)C1C (stereo not given),-9
O=C(N=C(Cc1ccccc1)C(=O)N1CCOCC1)c1cccc(Br)c1,-5
CC(C)c1nn2c(-c3cccc(C(F)(F)F)c3)nnc2s1,-3

# This is a subset; the hit share may differ from the screen's.
